Compound activity (PubChem BioAssay)
Tb PFK block – T. brucei PFK enzyme inhibition; T. brucei PFK, ADP-Glo luminescence; Potency, µM (top dose mostly 57.5 µM), without a hit: at the highest dose activity, negative = inhibition, most hits filed as inhibitors; hit rate 0.17% among 330,000; AID 485367;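 note: potency is the fitted concentration of half-maximal effect; 0% = uninhibited 1x PFK enzyme wells and -100% = no-enzyme wells; nearly all actives have a fitted effect of over 60% in size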
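PFK 1.25 nM, F6P 0.5 mM, ATP 0.1 mM, 0.1 M TEA pH 8.0, 5 mM MgCl2, 0.01% Tween20, 0.1% BSA; 45 min RT. ADP-Glo readout. qHTS titration up to 57 uM; curves fitted, compounds curve-classed.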
RORg inh – ROR gamma (mouse) transcription inhibition; P51450; hit rate 5.4% among 310,000; Potency, µM (series often up to 53.6 µM), without a hit: top-dose activity change, negative = inhibition, usual class: inhibitors; Drosophila S2 Gal4-RORgamma UAS-luciferase reporter, 20 h; note: potency is the fitted concentration of half-maximal effect; % is set by controls: 0 for no effect and ±100 for the full control effect; nearly all actives have a fitted effect of over 60% in size
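Compounds are pin-transferred onto Drosophila Schneider cells expressing a copper-inducible Gal4–ROR gamma transactivation domain fusion. After 1 hr, copper sulfate is added to 700 uM final; luciferase is read 20 hr later.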
p53 reactivation – restores transcriptional activity of mutant p53 | Potency, µM (top dose mostly 92.2 µM), without a hit: at the top dose activity change, positive = activation, most hits filed as activators | H1299 p53-A138V BP100-luciferase reporter, luminescence, 24 h | AID 504706 | hit rate 0.063% among 320,000; note: potency is the fitted concentration of half-maximal effect; % of control where 0% means no effect; nearly all actives have a fitted effect of over 45% in size
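p53-null H1299 cells stably carrying temperature-sensitive p53-A138V and a BP100-luciferase reporter were pinned with compounds (4-point, 1:5 series) and held 24 hrs at 37 deg C. Luminescence was read 10 min after detection reagent.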
ELG1 genotox – inducers of genotoxicity in HEK293T ELG1-luciferase cells; HEK293T ELG1-luciferase reporter, luminescence, 16 h; AID 504466; hit rate 1.3% among 330,000; Potency, µM (titrated, usually from 46 µM), for inactives: at the top dose activity change, positive = activation, actives largely listed as activators; note: potency is the fitted concentration of half-maximal effect; % of control where 0% means no effect; nearly all actives have a fitted effect of over 60% in size
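After overnight (16 hr) compound treatment at 37 °C, ELG1-luciferase HEK293T cells were lysed with ONE-Glo; luminescence quantified 30 min later at room temperature.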
ELG1 repair inh – inhibitors of ELG1-dependent DNA repair in HEK293T cells | Potency, µM (doses to about 46.1 µM), for inactives: top-dose activity change, negative = inhibition, most hits filed as inhibitors | hit rate 2.3% among 330,000 | HEK293T ELG1-luciferase reporter, luminescence, 16 h; DNA damage induced by 5-fluorouridine; note: potency is the fitted concentration of half-maximal effect; % is set by controls: 0 for no effect and ±100 for the full control effect; nearly all actives have a fitted effect of over 55% in size
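Luminescence from the luciferase reporter, measured 30 min after ONE-Glo reagent at room temperature, was the read-out. Beforehand, 2,000 cells per well were exposed for 16 hr at 37 °C to 5-fluorouridine together with compound or vehicle.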
Gal4-VP16 FLuc – inhibits Gal4-VP16 luciferase reporter, ROR gamma counter-screen | Drosophila S2 Gal4-VP16 UAS-luciferase, luminescence, 20 h | Potency, µM (doses to about 53.6 µM), for the others: at the top dose activity, negative = inhibition, most hits filed as inhibitors | hit rate 3.5% among 310,000;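 note: Gal4-VP16 expression switched on by copper sulfate through the metallothionein promoter; potency is the fitted concentration of half-maximal effect; % is set by controls: 0 for no effect and ±100 for the full control effect; nearly all actives have a fitted effect of over 50% in size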
BRCA1 expr up – BRCA1 expression activation | MCF7-BRCA1-FFLuc reporter, luminescence, 48 h; response scale: scaled: vehicle 0%, 10 µM genistein 100% | Potency, µM (titrated, usually from 46.1 µM), inactives show top-dose activation, most hits filed as activators | hit rate 1.1% among 380,000; note: potency is the fitted concentration of half-maximal effect; nearly all actives have a fitted effect of over 80% in size; some results filed as inactive show a strong effect at the top dose
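Cells: MCF7-BRCA1-FFLuc, 2000/well. Exposure: 48 h, 37 °C, 5% CO2. Read: luminescence, 15 min post-substrate. Controls: genistein 10 microM (maximal activation), DMSO (neutral).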
NPC1 prom act – activators of NPC1 promoter; Huh7 NPC1 promoter luciferase reporter, 24 h; Potency, µM (highest dose often 9.22 µM), inactives show at the top dose activation, most hits filed as activators; hit rate 2.4% among 320,000; AID 485313;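 note: potency is the fitted concentration of half-maximal effect; % of control where 0% means no effect; nearly all actives have a fitted effect of over 60% in size; reporter is driven by a mutant NPC1 promoter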
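Stably transfected Huh7 (NPC1 promoter→luciferase), 1500 cells/well in Opti-MEM + 10% FBS, 2 h settle, then compound 24 h at 37 °C. Luminescence after 10 min with Amplite reagent.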
TRPV1 agonist – agonists of human vanilloid receptor 1 (TRPV1); activation, % at 8.33 µM; hit rate 0.19% among 320,000; Q8NER1; AID 540275; TRPV1-expressing cells, Fluo-8 calcium influx, agonist mode; in the data active = activation above about 80%; inconclusive = between about 30% and that limit; note: 0% is about no effect
Target sequence (Q8NER1 whole entry, looked up): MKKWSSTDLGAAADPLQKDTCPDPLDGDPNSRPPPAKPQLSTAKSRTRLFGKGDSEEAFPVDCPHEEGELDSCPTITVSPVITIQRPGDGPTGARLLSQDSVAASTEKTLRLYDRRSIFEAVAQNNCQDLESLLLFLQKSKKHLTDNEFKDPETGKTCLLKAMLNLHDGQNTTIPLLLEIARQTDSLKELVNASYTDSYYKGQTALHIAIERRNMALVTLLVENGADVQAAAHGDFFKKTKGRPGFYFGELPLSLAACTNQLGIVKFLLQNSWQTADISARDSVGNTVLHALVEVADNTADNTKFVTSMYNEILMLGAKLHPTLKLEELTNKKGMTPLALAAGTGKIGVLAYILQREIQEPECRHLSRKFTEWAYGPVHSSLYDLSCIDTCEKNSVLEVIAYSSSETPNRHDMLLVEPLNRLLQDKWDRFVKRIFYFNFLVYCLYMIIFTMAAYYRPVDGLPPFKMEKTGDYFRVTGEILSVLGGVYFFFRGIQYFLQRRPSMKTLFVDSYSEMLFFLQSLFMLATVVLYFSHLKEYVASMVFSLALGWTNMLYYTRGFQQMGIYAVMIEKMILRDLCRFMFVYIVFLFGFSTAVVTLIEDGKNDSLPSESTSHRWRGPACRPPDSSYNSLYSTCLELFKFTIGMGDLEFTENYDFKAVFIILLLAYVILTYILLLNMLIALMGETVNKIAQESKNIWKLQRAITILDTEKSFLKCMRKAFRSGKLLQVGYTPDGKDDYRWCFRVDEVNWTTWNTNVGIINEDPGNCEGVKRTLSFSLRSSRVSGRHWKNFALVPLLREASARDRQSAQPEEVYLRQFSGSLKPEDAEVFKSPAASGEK
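Fluo-8 calcium influx in TRPV1-expressing cells, kinetic read (ex 480/em 520 nm). Compound added and read 3 min for agonist activity, followed by capsaicin at EC20 final and 2 min further read for enhancement.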
Rab9 promoter act – Rab9 promoter activation; Huh7 Rab9 promoter-luciferase reporter, luminescence, 24 h; Potency, µM (titrated, usually from 9.22 µM), for the others: at the top dose activation, negative = inhibition, usual class: activators; hit rate 2.8% among 320,000; note: potency is the fitted concentration of half-maximal effect; % of control where 0% means no effect; nearly all actives have a fitted effect of over 60% in size
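Cell-based reporter: Huh7 stable for Rab9 promoter-driven luciferase, plated in reduced-serum medium with 10% FBS at 1500 cells/well, compound-treated 24 h at 37 °C, luminescence read after 10 min reagent.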
FLuc counter – inhibits or activates purified firefly luciferase, miR-21 counter-screen; P08659; purified FLuc, Km substrates, luminescence inhibition; Potency, µM (top dose mostly 57.5 µM), inactives show top-dose activity change, negative = inhibition, actives largely listed as inhibitors; hit rate 6.9% among 360,000; AID 588342;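 note: potency is the fitted concentration of half-maximal effect; plate controls were vehicle for no effect and reference inhibitor for full effect; nearly all actives have a fitted effect of over 55% in size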
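Biochemical qHTS of compounds, final roughly 60 µM downward over six points, against 10 nM purified firefly luciferase using Km concentrations of substrates (10 uM D-luciferin, 10 uM ATP) in Tris acetate pH 7.5 buffer; luminescence output.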
* hit, by the source's call; ? = inconclusive; nt = no result given; [ ] = remark or other dose. Unless noted, calls come from the whole dose curve; as a rule, active = well fitted curve in the direction sought with a large enough effect; inconclusive = small, poorly fitted or top-dose-only effect, or another doubt; inactive = no such curve, though single readings can be large; an effect the other way counts as inactive or inconclusive. Hits appear at their usual frequency; any-hit rate near 15%.

compound	Tb PFK block	RORg inh	p53 reactivation	ELG1 genotox	ELG1 repair inh	Gal4-VP16 FLuc	BRCA1 expr up	NPC1 prom act	TRPV1 agonist	Rab9 promoter act	FLuc counter
CCS(=O)(=O)Nc1ccc(C(=O)CC2(O)C(=O)Nc3ccc(Br)cc32)cc1 (configuration not stated)	0%	-15%	29%	0%	-13%	0%	-61%[inhibitor]	-2%	-5	0%	0%
C/C(=N\NC(=O)CSc1nc(C)cc(C)n1)c1cccs1	0%	-22%	-8%	2%	?	-1%	8%	0%	3	0%	1%
O=C(COC(=O)C1CC(O)CN1S(=O)(=O)c1ccc(Cl)cc1)c1ccccc1 (configuration not stated)	-7%	-2%	-4%	0%	11%	2%	2%	-6%	8	1%	-7%
Cc1ccc(-c2csc3ncnc(N4CCc5ccccc5C4)c23)cc1	-8%	33%	?	-11%	?	2%	-2%	0%	?	2%	-1%
O=C(NCCN1CCCCCC1)c1ccc(CS(=O)(=O)c2ccc(Br)cc2)o1	16%	-9%	0%	-7%	-15%	-19%	0%	0%	2	-3%	0%
O=C(CSc1nc2c(sc3ccccc32)c(=O)n1Cc1ccco1)NCC1CCCO1 (configuration not stated)	-15%	13%	4%	2%	?	-7%	-17%	-6%	9	-1%	1%
CCCOc1ccccc1NC(=O)Nc1ccccc1Cl	-1%	-3%	2%	-6%	?	1%	82%	3.5µM*	18	2.8µM*	0%
COc1ccc(CCNC(=O)CSc2ccccn2)cc1	-26%	29%	-5%	-3%	4%	-6%	7%	0%	-3	1%	-4%
COc1ccc(CNC(=O)C2CCCN(S(=O)(=O)c3c(C)n[nH]c3C)C2)cc1 (configuration not stated)	-1%	-16%	4%	-2%	3%	-14%	5%	1%	1	-1%	-2%
CCCn1c(=O)c2ccccc2n2c(SCC(=O)c3cc(C)n(CC4CCCO4)c3C)nnc12 (configuration not stated)	1%	8%	6%	2%	1%	-9%	nt	-2%	0	3%	-6%
CCOC(=O)C1CCCN(S(=O)(=O)c2c(C)[nH]c(C)c2C(=O)N2CCCC2)C1 (configuration not stated)	-6%	?	19%	6%	?	-17%	4%	9%	2	2%	2%
CCCC(=O)Oc1c(S(=O)(=O)c2ccc(C)cc2)c(C)nn1C(C)(C)C	-3%	-7%	1%	-7%	?	14%	-13%	-5%	?	1%	-2%
O=c1c(NCCc2ccc(Cl)cc2)c(-c2ccccc2)c1=O	-1%	-2%	-4%	0%	2%	-3%	-1%	1%	4	-4%	0%
Cc1cnc(NC(=O)Cc2c[nH]c3ccccc23)s1	-9%	34%	?	1%	?	-3%	37%	29%	5	20%	?
CCN(C(=O)COC(=O)c1ccccc1SCC(=O)NC1CCCCCCC1)C1CCS(=O)(=O)C1 (configuration not stated)	-3%	20%	2%	1%	?	3%	7%	-3%	1	-3%	-18%
C=CCn1c(SCc2cc(C(C)=O)ccc2OCC)nc2ccccc2c1=O	-1%	17%	0%	-1%	?	-8%	-82%	-21%	18	-20%	-5%
COc1cccc(C(=O)OCC(=O)N2CCc3ccccc32)c1OC	-1%	nt	26%	?	?	nt	?	20%	-1	27%	11µM*
O=C(NCCN1CCCC1)c1ccc2c(c1)N(Cc1ccccc1)C(=O)c1ccccc1S2(=O)=O	0%	1%	-6%	-2%	-1%	-5%	-1%	-4%	1	-8%	4%
CCCCNC(=O)COC(=O)c1ccc(NC(C)=O)cc1	-1%	3%	-3%	0%	1%	-4%	-1%	-4%	1	1%	-9%
COc1ccc(Nc2ncnc3c2cnn3Cc2ccccc2)cc1	-17%	38%	0%	4%	-24%	1%	-4%	18%	6	-2%	-18%
C=CCNC(=O)/C(=C\c1cccc([N+](=O)[O-])c1)NC(=O)c1ccccc1	-2%	13%	0%	2%	6%	-4%	-18%	-1%	0	-6%	-1%
CCOC(=O)c1sc(=NC(=O)COc2ccccc2)n(C)c1C	-1%	27%	20%	?	?	5%	55%	?	2	3.2µM*	?
CCN(CC)c1ccc(/C=N/N2CCN(c3ccccc3OC)CC2)cc1	0%	-3%	0%	0%	-5%	7%	52%	1%	-3	2%	0%
Cc1ccc(NC(=O)C(C)SCc2nc3sc4c(c3c(=O)[nH]2)CCCC4)nc1 (configuration not stated)	2%	-12%	-5%	5%	8%	-1%	-7%	-1%	2	0%	2%
COc1ccc(C(=O)OCC(=O)NCC2CCCCC2)c(OC)c1	10%	nt	-5%	0%	-14%	nt	-10%	-2%	6	1%	1%
Fc1cccc(NC(=S)NCc2ccccn2)c1	-1%	-36%[10 µM]	14%	?	?	?	44%	7%	26	?	-2%
CC(=O)c1c(C)nc(-c2ccccc2)nc1NC(=O)Cc1ccccc1	1%	2%	8%	1%	-17%	-1%	26%	0%	10	12%	7%
COC(=O)c1[nH]c2ccc(C)cc2c1NC(=O)c1ccccc1[N+](=O)[O-]	5%	26%	-1%	1%	-14%	-13%	-22%	0%	15	2%	5%
CCCN(CC(=O)Nc1ccccc1C)C(=O)C1CCCN(C(=O)c2ccc(Cl)cc2)C1 (configuration not stated)	-2%	nt	-1%	2%	8%	nt	6%	-2%	4	2%	-5%
COc1ccc(OC)c(-c2csc(CCn3nc(C)cc3C)n2)c1	0%	14µM*	-4%	-8%	-14%	4%	1%	0%	7	0%	3%
Cc1ccc(C)c(Nc2ccc(C(=O)NCCc3ccccc3)cn2)c1	0%	?	11%	0%	5%	12%	11%	-2%	1	-2%	-13%
CC1CC(C)CN(S(=O)(=O)c2ccc(Cl)cc2)C1 (configuration not stated)	-1%	20%	-34%[inhibitor]	-1%	-17%	-6%	-37%	-4%	1	-1%	1%
CC(C)(C)c1nc(SCC(=O)NC2CCCC2)c2ccccc2n1	-1%	6%	5%	-2%	-1%	3%	-12%	-3%	?	0%	-4%
COc1ccc(Cn2c(-c3ccccc3)nc3c(c(=O)c4ccccc4n3C)c2=O)cc1	-9%	-17%	-18%	5%	-24%	-10%	-13%	0%	-10	-2%	1%
O=S(=O)(c1cccc2nonc12)N1CCN(c2ccc(F)cc2)CC1	5%	?	-5%	6%	?	4%	2%	-1%	2	-8%	27µM*
COc1cccc(Nc2ncnc3c2cnn3-c2cccc(C)c2)c1	-5%	-21%	?	5%	15%	-27%	?	?	23	?	17µM*
CCOC(=O)N1CCC(NC(=O)c2ccc(CO)c(C(=O)NC3CCN(C(=O)OCC)CC3)c2)CC1	0%	-1%	0%	-9%	7%	2%	27%	-1%	0	3%	-2%
CCCn1c(C2CCCN2c2nc(-c3ccc(C)cc3)cs2)nc2cc(Cl)c(N3CCCCC3)cc21 (configuration not stated)	-1%	10µM*	nt	-3%	-2%	-4%	-14%	-1%	3	-2%	-2%
CCOC(=O)c1sc(NNC(=O)c2ccc(C)cc2)nc1C	-6%	0.79µM*	3%	0%	-29%	?	0%	-2%	3	-2%	?
Cc1ccccc1NC(=O)C1Cc2ccccc2CN1C(=O)OCc1ccccc1 (configuration not stated)	0%	7%	6%	-2%	7%	16%	-34%	-2%	20	-2%	-1%
Cc1c(N2C(=O)c3cccc4cccc(c34)C2=O)c(=O)n(-c2ccccc2)n1C	nt	-11%	nt	nt	nt	-12%	-4%	nt	0	nt	-1%
CC(=O)c1ccc(NC(=O)CN2C(=O)/C(=C/C(C)=C/c3ccccc3)SC2=S)cc1	-1%	-5%	-6%	4%	6%	-9%	-7%	-5%	2	-1%	-14%
COc1ccc(C(=O)Nc2ccc(C)cc2C(=O)c2ccccc2)c(OC)c1	0%	17%	-10%	1%	?	-8%	-26%	-5%	7	-2%	3%
O=C(N/N=C/c1ccc2c(c1)OCO2)c1cc(-c2ccncc2)nc2ccccc12	-6%	-27%	0%	4%	-24%	-11%	-59%	-19%	-3	-22%	12µM*
Cc1ccccc1NC(=O)CCN1CCN(Cc2ccccc2)CC1	0%	-26%	-7%	1%	4%	-7%	6%	-1%	4	-3%	0%
CCOc1ccc(C(C(=O)NC2CCCC2)N(C(=O)c2snc(C(N)=O)c2N)c2cccc(O)c2)cc1 (configuration not stated)	7%	0%	30%	-13%	4.6µM*	5%	-37%	2%	-7	0%	-2%
